Bioassay records: PubChem BioAssay, several laboratories
AGP1-GFP MLPCN = modulators of AGP1-GFP expression in yeast TOR pathway, primary screen, cell-based, multiplex flow cytometry, S. cerevisiae, MLPCN library. 3 h; GFP as percent of DMSO wells. GFP response vs DMSO, % at 10 µM. 0.02% of 320,000 active. AID 2066, 2009;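 active means GFP response relative to DMSO above a set limit, near screen average plus 3 SD, cut at about 150% in these data; inconclusive means fewer than 70 cells counted for the yeast strain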;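 further: median GFP channel fluorescence of the gated AGP1 strain per well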
GRK2 inh = compounds blocking aptamer binding on GRK2 – biochemical, human GRK2, bead flow cytometry, HTS, primary screen; inhibition of aptamer binding, % at 10 µM; 0.59% of 330,000 active; Beta-adrenergic receptor kinase 1 (Homo sapiens), P25098; FAM-aptamer displacement from GRK2;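 active means inhibition of aptamer binding above 40%, roughly 3 SD of noise, on plates passing a quality check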;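 further: median bead fluorescence of bound FAM aptamer so fluorescent compounds give negative values; no value below 0 was filed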
Target sequence (P25098 whole entry, looked up): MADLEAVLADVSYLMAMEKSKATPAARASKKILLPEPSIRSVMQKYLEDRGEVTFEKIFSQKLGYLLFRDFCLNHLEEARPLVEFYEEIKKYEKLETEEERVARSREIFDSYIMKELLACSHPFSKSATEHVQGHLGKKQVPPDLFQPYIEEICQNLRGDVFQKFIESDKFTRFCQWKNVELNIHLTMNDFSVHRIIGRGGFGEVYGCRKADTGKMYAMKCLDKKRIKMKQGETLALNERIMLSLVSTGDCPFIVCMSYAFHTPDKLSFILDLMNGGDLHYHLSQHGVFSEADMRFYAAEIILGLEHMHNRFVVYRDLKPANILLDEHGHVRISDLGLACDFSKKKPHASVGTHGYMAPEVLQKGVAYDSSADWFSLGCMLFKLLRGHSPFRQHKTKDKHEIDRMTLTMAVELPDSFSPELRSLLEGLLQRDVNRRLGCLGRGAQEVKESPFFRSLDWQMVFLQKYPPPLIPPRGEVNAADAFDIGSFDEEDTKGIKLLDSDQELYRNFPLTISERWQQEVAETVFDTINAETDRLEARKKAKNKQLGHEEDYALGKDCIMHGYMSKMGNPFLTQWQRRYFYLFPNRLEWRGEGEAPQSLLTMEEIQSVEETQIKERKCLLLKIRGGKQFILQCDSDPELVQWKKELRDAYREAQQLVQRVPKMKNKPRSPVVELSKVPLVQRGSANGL
GLD-1 RNA inh = GLD-1/TGE RNA complex disruptors, primary screen, biochemical, fluorescence polarization; 0.44% of 320,000 active; purified GLD-1 + fluorescein TGE RNA; inhibition, % at 5.96 µM;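 active means percent inhibition above a per-plate cutoff, the plate mean of test compounds plus 3 SD, cut at about 30% in these data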;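 further: 0% = DMSO wells with GLD-1 and probe and 100% = wells lacking GLD-1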
Fam108B counter = mouse Fam108B serine hydrolase inhibitors, primary screen, counter-screen for RBBP9 inhibitor project, biochemical, fluorescence polarization. recombinant Fam108B, FP-Rh probe fluorescence polarization. inhibition, % at 9.51 µM. 0.33% of 300,000 active;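 active means inhibition above the screen mean inhibition plus 3 SD, computed separately per campaign, cut at about 18% in these data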;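 further: inhibitors lower polarization as less probe binds the enzyme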
BCLXL inh = inhibitors of human Bcl-xL, primary screen, biochemical, fluorescence polarization, HTS; Bcl-2-like protein 1 (Homo sapiens), Q07817; GST-Bcl-xL / FITC-Bim BH3 peptide fluorescence polarization; inhibition, % at 10.9 µM; 0.7% of 320,000 active;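 active means inhibition above the mean of all tested compounds plus 3 SD, cutoff set per campaign, cut at about 30% in these data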;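 further: 0% = DMSO wells and 100% = unlabeled Bim-BH3 peptide competitor; inhibitors lower millipolarization by displacing the labeled peptide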
MCL1-BIM inh = inhibitors of MCL1 binding to BIM-BH3, primary screen, biochemical, fluorescence polarization | Induced myeloid leukemia cell differentiation protein Mcl-1 (Homo sapiens), Q07820 | inhibition, % at 10.9 µM | GST-MCL1 / FITC-Bim-BH3 fluorescence polarization | 0.68% of 320,000 active;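 active means inhibition above the mean inhibition of all tested compounds plus 3 SD, set per campaign, cut at about 40% in these data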;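 further: 0% = DMSO wells and 100% = unlabeled Bim-BH3 peptide control; higher means more loss of mP so more displacement of Bim peptide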
Target sequence (Q07820 whole entry, looked up): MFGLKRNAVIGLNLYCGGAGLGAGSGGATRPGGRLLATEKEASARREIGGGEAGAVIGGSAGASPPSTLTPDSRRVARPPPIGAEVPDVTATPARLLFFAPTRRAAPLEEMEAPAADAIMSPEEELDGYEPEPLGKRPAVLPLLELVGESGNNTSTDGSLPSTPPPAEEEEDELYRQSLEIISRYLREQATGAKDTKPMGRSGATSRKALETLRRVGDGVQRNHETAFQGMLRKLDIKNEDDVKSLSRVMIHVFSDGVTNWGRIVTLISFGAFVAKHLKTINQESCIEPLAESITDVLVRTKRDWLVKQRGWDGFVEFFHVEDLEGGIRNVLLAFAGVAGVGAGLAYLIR
VLA-4 inh = inhibition in human VLA-4 binding assay, primary screen, VLA-4 allosteric modulator project, MLPCN library, flow cytometry, VLA-4 expressing cells; Integrin alpha-4 (Homo sapiens), P13612; ligand binding flow cytometry; inhibition, % (about 7 µM as worked out from the volumes in the protocol); 0.2% of 330,000 active; AID 2557, 2010; in the data active means inhibition above about 50%
CIT2-GFP yeast = modulators of CIT2-GFP expression in yeast, primary screen, S. cerevisiae, GFP fusion, multiplex flow cytometry, MLPCN library; GFP response vs DMSO, % at 10 µM; 0.065% of 320,000 active; S. cerevisiae CIT2-GFP strain, 3 h; 100 means same as DMSO wells;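 active means GFP response relative to DMSO above a set limit, near the screen mean plus 3 SD, cut at about 150% in these data; inconclusive means Fewer than 70 cells measured for a yeast strain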;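 further: ratio of well median GFP fluorescence to mean of DMSO wells on the plate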
MEX-5 binding = MEX-5 zinc finger RNA-binding disruptors – biochemical, C. elegans, fluorescence polarization, MLPCN library, primary screen; Zinc finger protein mex-5 (Caenorhabditis elegans), Q9XUB2; MEX-5/FITC-TCR2 RNA binding; stronger effect = lower value; activity score (negative = inhibition of binding), % at 10 µM; 0.38% of 300,000 active;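 active means inhibition past about -25% in most replicates, and total fluorescence under double the plate's negative control median, limit read from the data; inconclusive means replicates evenly split on the limit, or fluorescence at least double controls; inactive means too little inhibition in most replicates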;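 further: 0% = DMSO and -100% = 5 µM competing unlabeled TCR2 RNA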
* = called active by the depositor; u = inconclusive; x = not tested or not shown.

SMILES	AGP1-GFP MLPCN	GRK2 inh	GLD-1 RNA inh	Fam108B counter	BCLXL inh	MCL1-BIM inh	VLA-4 inh	CIT2-GFP yeast	MEX-5 binding
Cc1[nH][nH]c(=O)c1C(c1ccc2c(c1)OCO2)c1c(C)[nH][nH]c1=O	95.2	3.0	-3.4	-2.6	5.8	5.8	1.9	82.0	-6.8
Cc1cc(C(=O)Nc2ccc(F)cc2)c2ccccc2n1	97.7	0.0	-3.2	1.3	1.5	1.5	-1.2	101.6	-2.1
Cn1c(=O)n(C)c2cc(NC(=O)CCl)ccc21	95.1	4.0	-3.1	-1.1	1.3	3.4	-1.6	90.3	-1.6
CCN(C[C@H]1N[C@@](C)(C(=O)OC)[C@H]2C(=O)N(C)C(=O)[C@@H]12)S(=O)(=O)c1ccc(C)cc1	104.0	1.0	1.9	x	x	x	-7.0	93.8	x
O=S1(=O)CCO[C@H]2Cc3ccccc3[C@H]2N1Cc1cccc(Cl)c1	71.9	5.0	-3.1	-2.0	1.4	2.9	10.8	57.5	1.0
Cn1c(-c2sccc2OCc2ccccc2)n[nH]c1=S	97.6	2.0	-4.4	-1.0	-16.6	-23.6	-37.0	95.2	1.3
O=C(OC1CCCCC1=O)c1ccc(S(=O)(=O)Nc2ccccc2)cc1 (centres undefined)	94.5	2.0	-11.1	-5.0	-4.2	-3.7	11.2	91.7	-0.5
COc1cccc(N2CC(C(=O)Nc3nnc(SCCN4CCOCC4)s3)CC2=O)c1 (centres undefined)	97.3	3.0	-3.4	2.4	6.4	8.5	-13.2	100.5	1.4
COC(=O)C/C=C/[C@@H](C)[C@@H](/C=N/O[C@H](C)c1cn([C@@H]2COC[C@H]2O)nn1)NS(=O)(=O)c1ccc(C)cc1	86.0	0.0	-5.8	2.2	0.9	8.7	11.1	100.3	-0.5
CN(C(=O)COC(=O)CNC(=O)c1ccc(Cl)cc1Cl)c1ccccc1	98.4	2.0	7.8	5.4	0.6	-4.6	-8.6	108.1	2.4
O=C(Nc1ccc(N2CCOCC2)cc1)C1CCCCC1	101.5	3.0	-3.6	4.2	-0.9	8.1	-11.5	95.5	4.0
CCCCNC(=O)[C@H]1C[C@H]1[C@@H](O)[C@H](CO)NC(=O)[C@H](COCc1ccccc1)NC(=O)OC(C)(C)C	93.8	4.0	3.4	0.0	1.6	-1.8	13.9	103.2	4.2
CCOc1cc(/C=C/c2ccc3cccc([N+](=O)[O-])c3n2)ccc1O	91.3	3.0	1.1	0.8	6.4	3.8	3.0	96.1	2.9
CCC(=O)OC1(C)C(=O)C=C2C=C(c3ccsc3)OC=C2C1=O (centres undefined)	53.9	4.0	17.5	6.1	25.1	36.1	-22.8	55.0	-6.8
COc1ccc(NC(=O)c2cccc(N3C(=O)NC4CC3(C)Oc3ccccc34)c2)cc1 (centres undefined)	114.8	7.0	-3.7	2.4	7.2	-2.4	37.4	107.4	-1.4
O=C(C1CCN(S(=O)(=O)N2CCC3(CC2)OCCO3)CC1)N1CCC(Cc2ccccc2)CC1	92.0	0.0	-5.4	-0.7	1.7	-2.4	7.0	91.5	-1.0
N/C(=N\O)c1ccncc1	114.3	0.0	1.6	-0.3	5.3	6.9	14.3	108.5	-1.3
Cc1ccc(-n2nnnc2SCC(=O)Nc2nc(-c3ccc(F)cc3)cs2)cc1C	99.5	0.0	6.3	-33.6	5.3	2.4	4.3	98.9	-1.1
CC(=O)[C@H]1CCC2C3CC=C4C[C@@H](O)CC[C@]4(C)C3CC[C@@]21C (some centres undefined)	94.4	0.0	-0.9	x	x	x	19.1	106.5	x
CC(C)(C)c1ccc2c(c1)OC(C(=O)N/N=C\c1ccc[nH]1)CO2 (centres undefined)	99.1	2.0	4.3	2.9	2.6	8.4	-14.5	98.6	3.9
CCn1c(SCC(=O)NCc2ccco2)nnc1C1CCCC1	105.8	1.0	0.5	0.2	9.2	10.6	-0.7	112.6	1.5
CCc1cc2cc(C)ccc2nc1SCC(=O)Nc1cc(C)on1	x	0.0	-2.7	0.8	-2.1	1.8	-2.7	99.8	2.5
CC1CCc2cc(F)cc3c(O)c(C(=O)NCCN(C)C)c(=O)n1c23 (centres undefined)	103.6	0.0	-0.7	-0.9	2.5	-4.2	6.0	105.8	-2.4
CCn1c(SC(C)C(=O)O)nc2sc3c(c2c1=O)CCC3 (centres undefined)	99.0	68.0*	10.9	11.0	11.1	44.2*	9.2	101.2	x
CC(=O)N1c2ccccc2NC2=C(C(=O)CCC2)C1c1ccco1 (centres undefined)	108.8	3.0	-2.3	0.3	8.7	20.1	-5.1	95.5	-3.8
CCN(CC(=O)Nc1cc(Cl)ccc1C)C(=O)CCOc1ccccc1C	99.8	1.0	-0.3	3.6	-0.6	-5.3	-5.1	104.0	-2.6
COc1cccc(C(c2nnnn2Cc2ccccc2)N2CCN(C3CCCC3)CC2)c1OC (centres undefined)	102.8	0.0	0.2	-0.4	5.5	7.3	-9.1	102.7	0.1
Cc1cc(C)c(NC(=S)N(C)C)cc1C	95.8	0.0	-5.3	-1.9	6.1	8.9	-6.5	102.6	2.2
Cc1nnc(SCC(=O)Nc2cccc(S(=O)(=O)N3CCCCC3)c2)s1	101.2	2.0	0.2	x	3.7	8.6	-12.1	109.6	x
CCN(CC)S(=O)(=O)c1cccc(-c2cn3cc(C)ccc3n2)c1	92.0	0.0	-2.0	0.7	1.2	-3.0	14.8	90.9	-1.9

Record cards, as listed above. Screens in order: AGP1-GFP MLPCN, GRK2 inh, GLD-1 RNA inh, Fam108B counter, BCLXL inh, MCL1-BIM inh, VLA-4 inh, CIT2-GFP yeast, MEX-5 binding
Cc1ccc(-n2nnnc2SCC(=O)Nc2nc(-c3ccc(F)cc3)cs2)cc1C is listed with 99.5, 0.0, 6.3, -33.6, 5.3, 2.4, 4.3, 98.9, -1.1
N/C(=N\O)c1ccncc1 is listed with 114.3, 0.0, 1.6, -0.3, 5.3, 6.9, 14.3, 108.5, -1.3

Next part.
SMILES	AGP1-GFP MLPCN	GRK2 inh	GLD-1 RNA inh	Fam108B counter	BCLXL inh	MCL1-BIM inh	VLA-4 inh	CIT2-GFP yeast	MEX-5 binding
Cc1ccc(N(CC(=O)NC(C)(C)C)C(=O)CCC(=O)Nc2nccs2)cc1C	131.5	1.0	0.1	2.8	2.5	2.2	1.0	103.9	0.4
O=C(NCc1cccc(Cl)c1)C1CCC(=O)N(C2CC2)C1 (centres undefined)	97.7	30.0	-1.8	-2.7	2.7	-1.1	37.8	97.7	0.8
CCOc1ccccc1NC(=O)CSc1nccn1-c1ccccc1	u	0.0	5.5	2.2	0.4	-0.9	14.4	u	-0.4
CC1CCCCN1S(=O)(=O)c1ccc(C(=O)N2CCOCC2)cc1 (centres undefined)	101.0	0.0	4.6	1.8	1.4	9.5	-2.4	105.3	0.3
Cc1c(OCC(N)=O)ccc2c(-c3ccccc3)cc(=O)oc12	109.0	0.0	0.2	-1.4	-0.8	-4.3	16.5	101.3	-2.1
CC(C)CCN(CC(=O)NC1CCCC1)C(=O)C(=O)Nc1ccc2c(c1)OCCO2	109.5	0.0	-6.1	1.7	8.9	-2.8	9.3	110.8	-1.4
Cn1cccc1C(=O)C(=O)Nc1ccccc1	94.0	2.0	0.9	2.2	3.5	-1.1	-1.8	86.8	-0.6
COC(=O)c1[nH]c2cc(OC)ccc2c1N	96.1	0.0	3.5	-3.2	4.0	12.8	-2.2	100.6	1.7
Cc1ccc(-c2nc3ccc(NS(=O)(=O)c4ccccc4)cc3[nH]2)o1	101.1	0.0	3.4	3.6	5.0	10.0	-10.7	100.2	1.2
CCOc1cc(/C=N/NC(=O)CSc2cccc3cccnc23)ccc1O	101.8	0.0	0.8	-1.6	7.4	5.7	-10.1	117.2	-1.0
COc1ccc(-c2cn(CC3CCCCC3)nn2)cc1	66.4	1.0	4.1	0.7	3.3	14.9	23.4	61.8	-1.1
O=C1CSC(c2cccc(F)c2)N1c1ccccc1F (centres undefined)	x	1.0	1.8	-3.1	6.8	5.6	4.9	99.0	-0.3
COc1cccc(OC)c1C(=O)Nc1nc2ccc(S(C)(=O)=O)cc2s1	95.2	3.0	2.4	3.1	5.6	9.3	-7.4	99.8	-0.7
O=S(=O)(NC1CCCCC1)c1ccc(F)c2ccccc12	95.3	0.0	4.3	-0.5	1.6	4.2	-4.9	83.1	0.7
Oc1cccc(CCC2CCCCN2Cc2cn[nH]c2-c2ccc3c(c2)OCO3)c1 (centres undefined)	89.8	0.0	1.9	-4.4	5.1	3.7	-2.7	82.5	3.6
Cc1cc(Br)cc(Br)c1OCC(=O)NNC(=O)c1ccoc1C	89.1	2.0	-1.2	-3.7	0.2	3.2	-1.3	85.7	-1.1
Cc1cc2c3nonc3ccc2n1-c1ccccc1	105.5	2.0	-5.0	-4.0	3.1	-6.7	8.5	104.5	2.9
COCCN(C(=O)COC(=O)C1(c2ccccc2)CC1)c1c(N)n(CC(C)C)c(=O)[nH]c1=O	101.2	5.0	5.1	1.5	0.8	-5.2	-4.1	109.3	-0.7
O=C(O)CCCC(=O)Nc1ccc(Br)cc1C(=O)O	100.9	0.0	-1.2	-4.1	-0.6	3.0	6.0	92.2	-0.9
COc1cccc(NC(=S)NN2CCN(C)CC2)c1	83.7	1.0	0.5	0.3	1.9	9.8	31.3	81.0	1.6
CCc1c(O)nc(SCC(=O)N2CCOCC2)n(-c2ccccc2)c1=O	97.2	0.0	1.2	-4.0	5.6	15.7	-11.7	101.9	0.5
CCN(CC)/C(=N/O)NC(=O)NS(=O)(=O)c1ccc(C)cc1	99.5	0.0	6.7	2.0	4.2	7.0	1.6	98.0	0.4
Cc1ccc(-c2nc(N/N=C/c3ccccc3[N+](=O)[O-])c3ccccc3n2)cc1	x	0.0	5.5	1.0	1.9	10.6	-9.4	99.4	1.7
CC(C(=O)Nc1ccc([N+](=O)[O-])cc1)N1CCN(C/C=C/c2ccccc2)CC1 (centres undefined)	101.3	0.0	-1.7	-1.4	-1.0	0.0	-2.1	113.0	-0.6
O=c1c(C=NCc2cccnc2)c(C(F)(F)F)[nH]n1-c1nc2ccccc2s1	90.3	0.0	1.4	0.2	8.0	1.0	0.0	91.8	0.3
c1ccc(COc2ccccc2CNC23CC4CC(CC(C4)C2)C3)cc1	100.9	0.0	-5.0	-11.1	6.1	3.0	-2.9	107.8	0.8
C[C@H](CO)N1C[C@H](C)[C@@H](CN(C)C(=O)Nc2ccccc2)Oc2c(cccc2N(C)C)C1=O	95.7	5.0	6.2	x	x	x	27.3	96.2	x
COCC(C)N1CCC(n2nccc2NC(=O)c2ccc3c(c2)OCO3)CC1 (centres undefined)	99.7	0.0	2.0	5.8	1.6	-0.3	24.2	101.6	-3.9
COc1c(/C=N/NC(N)=S)c(C)nn1-c1ccccc1	105.9	7.0	3.0	0.7	4.3	15.4	20.8	104.3	1.8

Outcome played no part in choosing rows; about 2.2% have a hit in one of these screens.
